Screening data deposited in PubChem BioAssay by The Scripps Research Institute Molecular Screening Center.
core dimer inh – HCV core protein dimerization inhibition; TR-FRET GST/Flag-core106 dimerization, 1536-well; inhibition, % at 5 µM; 300,000 compounds, 0.33% hits; AID 1899;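 active = inhibition above the mean of all tested compounds plus 3 SD, set per screening campaign, cut at about 45% in these data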
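System – GST-tagged and Flag-tagged HCV core protein residues 1-106 · Repeats – one well for each compound · Technique – TR-FRET 671 and 617 nm emission · Doses – one concentration, 5 µM, in 0.5% DMSO · Times – 4 h, 22.5 °C incubation · Also added – Eu donor and XL665 acceptor anti-tag antibodies · Measure – percent inhibition of core106 dimerization signal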
PP5 primary – inhibitors of human protein phosphatase 5 (PP5) | purified PP5c, OMFP substrate fluorescence | inhibition, % at 6.7 µM | P53041 | 320,000 compounds, 0.18% hits;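 active = inhibition above the campaign's mean inhibition across all tested compounds plus 3 SD, cut at about 9.5% in these data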;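 note: 0% = DMSO only and 100% = 100 µM cantharidin control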
Target sequence (P53041 whole entry, looked up): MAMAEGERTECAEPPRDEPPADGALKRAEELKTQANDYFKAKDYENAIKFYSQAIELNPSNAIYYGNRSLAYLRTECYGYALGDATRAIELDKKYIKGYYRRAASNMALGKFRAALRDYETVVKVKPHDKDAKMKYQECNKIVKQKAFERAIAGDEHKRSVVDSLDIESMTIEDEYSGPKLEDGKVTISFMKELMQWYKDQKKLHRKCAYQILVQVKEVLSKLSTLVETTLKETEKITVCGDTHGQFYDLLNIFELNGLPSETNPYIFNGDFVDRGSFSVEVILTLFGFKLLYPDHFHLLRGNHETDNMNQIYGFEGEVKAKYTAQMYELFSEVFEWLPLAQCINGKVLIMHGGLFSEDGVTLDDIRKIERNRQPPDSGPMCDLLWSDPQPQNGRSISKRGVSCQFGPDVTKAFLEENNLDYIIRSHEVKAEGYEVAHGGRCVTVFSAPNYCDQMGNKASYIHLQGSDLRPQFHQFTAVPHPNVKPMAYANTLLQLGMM
PP1 inh – PP1-alpha (human) inhibition in PP5 counter-screen. AID 2235. 320,000 compounds, 0.9% hits. inhibition, % at 6.7 µM. purified PP1alpha, OMFP fluorescence;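 active = inhibition above the mean inhibition of all tested compounds plus 3 SD, computed separately for each screening campaign, cut at about 15% in these data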
CTSL1 counter – blocks F. hepatica cathepsin L1 in PFM18AAP counter-screen | AID 1906 | recombinant F. hepatica cathepsin L1, Z-Leu-Arg-MCA fluorescence | 300,000 compounds, 0.49% hits | inhibition, % at 5.96 µM;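 active = inhibition above the mean of all tested compounds plus 3 SD, set per screening campaign, cut at about 17% in these data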;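 note: 0% = plate median of test compound wells and 100% = 1 µM Z-Phe-Ala-diazomethylketone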
AHR activator – activates the human aryl hydrocarbon receptor | P35869 | AHR-responsive luciferase reporter cells, luminescence | activation, % at 5 µM | 320,000 compounds, 2.5% hits; in the data active = activation above about 47%;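 note: 0% = vehicle wells and 100% = reference agonist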
PAFAH2 inh – PAFAH2 (human) inhibition | recombinant PAFAH2, FP-rhodamine activity probe, fluorescence polarization | 340,000 compounds, 0.99% hits | inhibition, % at 3.39 µM;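 active = inhibition above the mean over all tested compounds plus 3 SD, cut at about 30% in these data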;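 note: inhibitors block probe labeling of enzyme so polarization drops; 0% = enzyme with DMSO and 100% = wells lacking PAFAH2 protein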
proCasp3 act – activators of human procaspase-3; P42574; recombinant procaspase-3 D3A, Ac-DEVD-pNA absorbance 405 nm; activation, % at 8.5 µM; 330,000 compounds, 0.11% hits;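 active = activation above the mean of all tested compounds plus 3 SD, cut at about 21% in these data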;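 note: 0% = DMSO alone and 100% = DMSO wells spiked with extra 5 µM PC-3 D3A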
Target sequence (P42574 whole entry D9A/D28A/D175A): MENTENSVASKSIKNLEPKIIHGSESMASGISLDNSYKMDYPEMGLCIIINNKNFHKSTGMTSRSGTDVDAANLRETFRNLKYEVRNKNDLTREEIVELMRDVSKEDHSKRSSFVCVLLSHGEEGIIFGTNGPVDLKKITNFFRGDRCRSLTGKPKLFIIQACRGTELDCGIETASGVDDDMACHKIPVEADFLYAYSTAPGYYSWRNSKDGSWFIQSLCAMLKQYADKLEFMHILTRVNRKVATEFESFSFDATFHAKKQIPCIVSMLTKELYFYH
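material = Procaspase-3 D3A mutant | probe or stimulus = Ac-DEVD-pNA | compound = single dose, 8.5 µM nominal compound, 0.8% DMSO | timing = 1 h preincubation, 2 h reaction | measured by = 405 nm absorbance of p-nitroaniline, reads at 0 and 120 min | benchmarks = DMSO-only low control, 5 µM PC-3 D3A high control | repeats = singlicate, each compound tested once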
TPT1 inh – inhibitors of Candida albicans tRNA 2'-phosphotransferase TPT1; recombinant caTPT1, FP RNA substrate dephosphorylation; 300,000 compounds, 0.81% hits; inhibition, % at 5 µM;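 active = inhibition above the mean of all tested compounds plus 3 SD, set per screening campaign, cut at about 24% in these data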;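 note: plate controls were DMSO alone for no effect and ferristatin control at 100 nM for full effect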
proCasp7 act – counter-screen: procaspase-7 (human) activation; AID 463210; 330,000 compounds, 0.093% hits; P55210; recombinant procaspase-7, Ac-DEVD-pNA absorbance 405 nm; D23A/D198A/D206A triple mutant, cannot self-cleave; scale: DMSO 0, 5 µM enzyme 100; activation, % at 8.5 µM;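 active = percent activation above the screen-wide mean plus 3 SD, cut at about 25% in these data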
Target sequence (P55210 whole entry D23A/D198A/D206A): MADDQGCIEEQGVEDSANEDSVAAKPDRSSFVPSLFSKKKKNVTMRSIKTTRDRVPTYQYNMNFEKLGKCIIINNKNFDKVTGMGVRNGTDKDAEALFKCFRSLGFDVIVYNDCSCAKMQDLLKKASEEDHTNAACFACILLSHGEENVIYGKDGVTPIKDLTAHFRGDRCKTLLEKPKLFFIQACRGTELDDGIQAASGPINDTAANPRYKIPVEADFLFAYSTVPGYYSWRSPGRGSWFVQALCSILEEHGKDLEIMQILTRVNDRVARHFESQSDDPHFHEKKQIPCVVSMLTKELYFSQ
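buffer or medium = Zinc-free HEPES/NaCl buffer, pH 7.4 | material = Procaspase-7 triple mutant (PC-7 D3A) | input = 2 µM procaspase-7 mutant as dispensed | signal = Epi-absorbance of released pNA at 405 nm, two timepoints | timing = 1 h preincubation, 2 h reaction | replicates = singlicate compound testing | evaluation = % activation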
Numbers without * were called inactive; x = no result given. Rows were taken by chance; about 5.6% have a hit in one of these screens.

Order of values – core dimer inh, PP5 primary, PP1 inh, CTSL1 counter, AHR activator, PAFAH2 inh, proCasp3 act, TPT1 inh, proCasp7 act
1) Cc1cccc(NC(=O)N2CCN(Cc3ccccc3)CC2)c1
 : -2, -0.3, 4, 2, 3, -10, 0, -1, 2
2) COc1ccccc1NS(=O)(=O)c1ccc2c(c1)n(C)c(=O)n2C
 : 0, 2.9, -8, 5, -1, 1, -4, -1, -4
3) CCn1cc([N+](=O)[O-])c(C(=O)N2N=C(c3ccc(O)c(OC)c3)CC2c2ccccc2O)n1 (stereo unspecified)
 : 3, 3.3, 0, 2, 7, -4, 0, 0, 0
4) COc1ccc(C(=O)N2CCCC(Nc3ccc(C)c(C)c3)C2)c(OC)n1 (stereo unspecified)
 : -2, 1.1, 1, 1, 41, 2, 4, 2, 5
5) Cc1cccc(C)c1NC(=O)CNC(=O)c1cnccn1
 : x, x, x, x, -2, 4, -3, x, -1
6) CCc1ccc(NC(=S)N(CCN2CCCCC2)Cc2ccco2)cc1
 : -2, 0.7, 2, -2, 3, -9, 2, 1, -7
7) CCOC(=O)c1ccc(NC(=O)N2CCN(S(C)(=O)=O)CC2)cc1
 : -1, 2.4, -8, -4, 4, 8, 0, -4, -9
8) O=C(CSc1nc2cc(Cl)c(Cl)cc2[nH]1)c1ccc2c(c1)OCO2
 : -1, 3.2, 2, -4, 10, -2, -6, 3, 4
9) COc1ccc(N2CC(C(=O)NCc3cccnc3)CC2=O)cc1 (stereo unspecified)
 : 3, 0.8, -4, -3, 4, 3, 1, -2, 4
10) CC(C)CCN1NC2(CCCC(C)C2)NC1=S (stereo unspecified)
 : 0, 2.0, 2, 2, 1, x, -1, 2, -6
11) COc1cccc(OCC(O)CN2C(C)CCCC2C)c1 (stereo unspecified)
 : -3, 2.6, -1, -1, 6, 7, 8, 2, 6
12) O=C1CNC(=S)N1C(CO)c1ccccc1 (stereo unspecified)
 : -1, -0.8, 0, 4, -1, 4, -2, -6, -6
13) CC(C)(C)c1cc(NC(=O)c2ccco2)no1
 : -1, -1.7, -2, -1, 6, -5, -7, -2, 6
14) Cc1cc(C(=O)Cn2nnc3ccccc3c2=O)c(C)n1Cc1cccs1
 : 24, 2.1, 6, 2, 5, 3, 8, -1, -1
15) COc1ccc(/C=C2\SC(=NCc3ccccc3)N(Cc3ccccc3)C2=O)cc1OC
 : -1, -3.5, -6, 1, 5, 0, 2, -3, -12
16) Fc1cccc(Cc2noc(CN3CCSCC3)n2)c1
 : -2, 2.6, -7, -3, -1, -14, -4, 1, 0
17) Cc1ccc(-c2[nH][nH]c(=O)c(=O)c2N=Nc2ccccc2)cc1
 : -5, 3.1, 10, -3, -2, 5, -1, -4, -3
18) COc1ccc(CCNC(=O)c2cnc3scc(C)n3c2=O)cc1OC
 : -1, -2.1, 1, 4, 105*, 10, 5, -3, -1
19) COc1ccc(Cc2nnc(NC(=O)c3cc(OC)cc(OC)c3)s2)cc1
 : 3, 1.5, 0, 1, 82*, -1, -5, 0, 8
20) COc1cc([N+](=O)[O-])ccc1NC(=O)c1cccc(NC(=O)C(C)C)c1
 : 0, 3.9, 0, -1, 47*, 2, 5, 1, 5
21) O=C1N=C(C=c2ccc(=Cc3[nH]c(=O)[nH]c3O)cc2)C(=O)N1
 : -13, 0.8, 6, 4, 8, x, -4, 4, -8
22) N#Cc1c(N2CCOCC2)nc(N)c2c(N)nc3c(c12)CC(CCl)O3 (stereo unspecified)
 : 2, 0.3, -2, 3, 8, 4, 3, 6, -6
23) COc1ccc(N2CCOCC2)c(NC(=O)c2ccco2)c1
 : 9, 0.6, -2, 2, 3, 9, 1, 0, -5
24) O=C(Nc1ccc([N+](=O)[O-])cn1)c1ccc2c(c1)OCO2
 : -4, 2.8, -3, 0, 23, 3, -7, 3, 10
25) COc1ccc(-c2oc(/N=C/N3CCCC3)c(C#N)c2-c2ccc(OC)cc2)cc1
 : 29, -1.0, -2, 3, 20, 4, -1, 6, 2
26) O=C(O)CN1C(=O)/C(=C\c2cn(-c3ccccc3)nc2-c2ccccc2)SC1=S
 : 16, -1.0, 1, 5, 3, 5, -11, 1, -23
27) O=[N+]([O-])c1cccc(/C=N\N2CCN(c3ccc(Cl)cc3)CC2)c1
 : 5, 2.6, 0, -1, -7, -11, 9, -5, 9
28) N#CCSc1nnc(C2CCCCC2)n1-c1ccccc1
 : 5, 1.2, -2, 0, 0, -1, 0, 2, 3
29) Cc1cc(C(C)(C)C)ccc1OCCn1ccnc1
 : -6, 0.9, -4, -5, 50*, 3, -10, 4, 3
30) CCOc1c(Cl)cc(CNCc2ccccn2)cc1OC
 : -4, -1.5, -3, -3, 3, -5, 8, -2, 5
31) Cc1cc2ncc(S(=O)(=O)c3ccccc3)c(N)n2n1
 : 1, 0.9, 4, 7, -1, 1, -4, -2, 0
32) CC(C)NC(=O)N1CCN(c2ccncc2S(=O)(=O)N2CCCCC2)CC1
 : 1, -0.7, -4, -2, -3, -3, 4, -1, -6
33) CCc1c(C)nc2c(-c3ccccc3)c(C)nn2c1Nc1ccc(NC(C)=O)cc1
 : 0, 5.7, -2, 6, 2, x, 1, 3, 0
34) Cc1ccc2cc(COC(=O)c3cccc([N+](=O)[O-])c3)c(=O)[nH]c2c1
 : 7, 1.2, 9, 8, 7, 0, -1, 6, -13
35) Cc1c(C(=O)NC(=S)Nc2ccc(NC(=O)c3cccs3)cc2)oc2ccccc12
 : 1, -1.2, -2, 8, 11, -7, 4, 2, 4
36) Cc1ccc(-c2nn(CCC(=O)NC(C)C)c(=O)c3ccccc23)cc1
 : -1, 2.4, 0, 2, -3, 0, 5, 1, 8
37) CCOC(=O)c1c(CN2CCOCC2)n(-c2ccccc2)c2cc(Br)c(OC)cc12
 : 4, 3.2, -2, 0, -1, -1, 0, 1, 3
38) CC(C)(C)S(=O)(=O)/C(C#N)=N/Nc1ccc(C#N)cc1
 : -3, 3.0, -2, 1, 1, 9, -9, 0, -6
39) O=C(N/N=C/c1cccc(C(F)(F)F)c1)c1ccc(O)cc1
 : -1, 0.2, 4, -2, 8, -3, 5, 3, 4
40) COc1cccc(CNc2ncnc3cc(OC)c(OC)cc23)c1
 : 2, -0.6, -1, 2, 8, -2, -4, 1, -6
41) NC(=O)c1oc2ccccc2c1NC(=O)C1CC(=O)N(c2ccccc2)C1 (stereo unspecified)
 : 2, 0.4, -2, 2, 1, 1, 0, -5, 5
42) CCN1CCN(C(=S)Nc2ccc3nc(N4CCN(C)CC4)cc(C)c3c2)CC1
 : -1, 1.2, -1, -2, 11, -5, -3, -5, -4
43) Cc1ccc(S(=O)(=O)N[C@H](C(=O)N2CCC(C(=O)N[C@H](C(=O)O)c3ccccc3)CC2)C(C)C)cc1
 : 1, 1.6, -6, 1, -1, 3, -2, -1, 5
44) CC(=O)c1ccc(OCC(O)CN2CCN(S(=O)(=O)c3c(C)c(C)cc(C)c3C)CC2)cc1 (stereo unspecified)
 : -6, 3.6, 1, 0, 1, -12, 7, -1, 3
45) Cc1sc(NC(=O)CN2CCN(c3ccccn3)CC2)c(C#N)c1C
 : 20, 2.1, 4, -6, 12, 3, -1, -1, 13

14 successive compounds already listed, quoted:
Order of values – core dimer inh, PP5 primary, PP1 inh, CTSL1 counter, AHR activator, PAFAH2 inh, proCasp3 act, TPT1 inh, proCasp7 act
32) CC(C)NC(=O)N1CCN(c2ccncc2S(=O)(=O)N2CCCCC2)CC1
 : 1, -0.7, -4, -2, -3, -3, 4, -1, -6
33) CCc1c(C)nc2c(-c3ccccc3)c(C)nn2c1Nc1ccc(NC(C)=O)cc1
 : 0, 5.7, -2, 6, 2, x, 1, 3, 0
34) Cc1ccc2cc(COC(=O)c3cccc([N+](=O)[O-])c3)c(=O)[nH]c2c1
 : 7, 1.2, 9, 8, 7, 0, -1, 6, -13
35) Cc1c(C(=O)NC(=S)Nc2ccc(NC(=O)c3cccs3)cc2)oc2ccccc12
 : 1, -1.2, -2, 8, 11, -7, 4, 2, 4
36) Cc1ccc(-c2nn(CCC(=O)NC(C)C)c(=O)c3ccccc23)cc1
 : -1, 2.4, 0, 2, -3, 0, 5, 1, 8
37) CCOC(=O)c1c(CN2CCOCC2)n(-c2ccccc2)c2cc(Br)c(OC)cc12
 : 4, 3.2, -2, 0, -1, -1, 0, 1, 3
38) CC(C)(C)S(=O)(=O)/C(C#N)=N/Nc1ccc(C#N)cc1
 : -3, 3.0, -2, 1, 1, 9, -9, 0, -6
39) O=C(N/N=C/c1cccc(C(F)(F)F)c1)c1ccc(O)cc1
 : -1, 0.2, 4, -2, 8, -3, 5, 3, 4
40) COc1cccc(CNc2ncnc3cc(OC)c(OC)cc23)c1
 : 2, -0.6, -1, 2, 8, -2, -4, 1, -6
41) NC(=O)c1oc2ccccc2c1NC(=O)C1CC(=O)N(c2ccccc2)C1 (stereo unspecified)
 : 2, 0.4, -2, 2, 1, 1, 0, -5, 5
42) CCN1CCN(C(=S)Nc2ccc3nc(N4CCN(C)CC4)cc(C)c3c2)CC1
 : -1, 1.2, -1, -2, 11, -5, -3, -5, -4
43) Cc1ccc(S(=O)(=O)N[C@H](C(=O)N2CCC(C(=O)N[C@H](C(=O)O)c3ccccc3)CC2)C(C)C)cc1
 : 1, 1.6, -6, 1, -1, 3, -2, -1, 5
44) CC(=O)c1ccc(OCC(O)CN2CCN(S(=O)(=O)c3c(C)c(C)cc(C)c3C)CC2)cc1 (stereo unspecified)
 : -6, 3.6, 1, 0, 1, -12, 7, -1, 3
45) Cc1sc(NC(=O)CN2CCN(c3ccccn3)CC2)c(C#N)c1C
 : 20, 2.1, 4, -6, 12, 3, -1, -1, 13

Next section:
Order of values – core dimer inh, PP5 primary, PP1 inh, CTSL1 counter, AHR activator, PAFAH2 inh, proCasp3 act, TPT1 inh, proCasp7 act
46) COc1cc(NC(=O)CC(C)n2ccnc2)cc(OC)c1 (stereo unspecified)
 : 6, -3.3, 1, -4, 21, -2, 3, -2, -8
47) Cc1ccc(CNC(=O)C2CCC(=O)N(CCc3ccc(Cl)cc3)C2)s1 (stereo unspecified)
 : 9, -0.4, 0, 2, -2, 1, 0, -4, 6
48) CO/N=C(\Cn1ncc(N2CCCC2)c(Cl)c1=O)c1ccc(Cl)cc1
 : 19, -0.4, 1, 2, 7, 3, 1, 1, -1
49) Cc1nn(CC(=O)NCC2CCCO2)c(C)c1[N+](=O)[O-] (stereo unspecified)
 : -7, 2.1, 1, -2, -2, 5, 5, -4, 7
50) O=C(O)c1ccccc1C(=O)N(Cc1ccccc1)Cc1ccccc1
 : 1, -0.9, -4, 3, -2, -3, 5, 1, -1
51) O=C(Nc1ccccc1N1CCOCC1)c1cc(Cl)c2c(c1)OCO2
 : x, -0.3, 2, x, 10, 0, -3, x, -1
52) Clc1cccc(CNCCNCc2cccc(Cl)c2)c1
 : -4, 3.1, 1, 4, 9, -2, 0, 2, -7
